# DT40 TDP1 CPT = DT40-hTDP1 cell growth loss with CPT; chicken DT40 Tdp1-/-;hTDP1 cells + 20 nM CPT, ATP luminescence, 48 h; Potency, µM (doses to about 46.2 µM), for the others: top-dose activity change, negative = growth inhibition, most hits filed as inhibitors; 420,000 compounds, 12% hits; AID 686979; also: nearly all actives have a fitted effect of over 55% in size
#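 Chicken DT40 Tdp1-/- cells stably complemented with human TDP1 were seeded at 400 cells/well in medium containing 20 nM camptothecin, exposed to pin-transferred compounds, and grown at 37 °C for at least 48 hr. Viability was read as ATP luminescence.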
# KAT2A inh = blocks human GCN5L2 histone acetyltransferase; GCN5L2 HAT assay, ThioGlo1 CoA-SH fluorescence; AID 504327; 390,000 compounds, 0.21% hits; Potency, µM (titrated, usually from 58.9 µM), without a hit: at the highest dose activity change, negative = inhibition, most hits filed as inhibitors
# Target sequence (Q92830 whole entry, looked up): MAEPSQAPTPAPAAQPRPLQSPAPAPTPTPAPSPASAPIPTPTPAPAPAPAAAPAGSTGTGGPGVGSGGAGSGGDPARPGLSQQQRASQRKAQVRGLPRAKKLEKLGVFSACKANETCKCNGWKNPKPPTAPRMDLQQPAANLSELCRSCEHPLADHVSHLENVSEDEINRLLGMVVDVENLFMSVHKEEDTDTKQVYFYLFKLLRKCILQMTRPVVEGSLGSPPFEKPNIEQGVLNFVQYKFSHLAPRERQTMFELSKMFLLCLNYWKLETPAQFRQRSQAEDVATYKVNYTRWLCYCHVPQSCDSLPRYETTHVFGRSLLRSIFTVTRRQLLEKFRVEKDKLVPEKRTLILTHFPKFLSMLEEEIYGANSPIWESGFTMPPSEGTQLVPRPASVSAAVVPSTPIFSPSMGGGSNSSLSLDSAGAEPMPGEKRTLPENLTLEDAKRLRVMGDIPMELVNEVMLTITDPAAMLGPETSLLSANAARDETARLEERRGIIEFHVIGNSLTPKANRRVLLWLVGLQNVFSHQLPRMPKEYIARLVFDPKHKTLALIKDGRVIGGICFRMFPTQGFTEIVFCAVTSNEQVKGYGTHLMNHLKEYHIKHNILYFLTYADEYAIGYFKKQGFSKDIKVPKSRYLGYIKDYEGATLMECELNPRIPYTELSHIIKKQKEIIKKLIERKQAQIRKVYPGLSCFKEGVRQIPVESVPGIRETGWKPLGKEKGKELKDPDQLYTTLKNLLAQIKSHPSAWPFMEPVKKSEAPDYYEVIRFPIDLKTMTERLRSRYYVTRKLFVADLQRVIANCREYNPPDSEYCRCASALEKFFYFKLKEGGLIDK
#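 Fluorescence readout, Ex340nm/Em540nm: ThioGlo1 (50uM final) reacts with free CoA thiol released as 20nM GCN5L2 acetylates H3(1-25) peptide (75uM) using acetyl-CoA (70uM). Compound and enzyme sat 15 min beforehand; 20 min room-temperature reaction.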
# DT40 TDP1 no CPT = qHTS for Inhibitors of human tyrosyl-DNA phosphodiesterase 1 (TDP1): qHTS in cells in absence of CPT | DT40 Tdp1-/- hTDP1 cells, no CPT, ATP luminescence, 48 h | Potency, µM (highest dose often 46.2 µM), inactives show at the top dose activity change, negative = growth inhibition, most hits filed as inhibitors | 420,000 compounds, 15% hits | AID 686978, 2013; also: nearly all actives have a fitted effect of over 55% in size
#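 Compound effects on proliferation are scored in DT40 Tdp1-/-;hTDP1 cells in the absence of CPT. ATP levels (CellTiter-Glo luminescence) are recorded after a ≥48 hr, 37 °C incubation.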
# Numbers without * were called inactive; ? = inconclusive; / = not tested or not shown; & = joins results of further samples; [ ] = dose if it differs, or a comment. Calls follow the shape of the dose curve; as a rule, active = well fitted curve in the direction sought with a large enough effect; inconclusive = small, poorly fitted or top-dose-only effect, or another doubt; inactive = no such curve, though single readings can be large; an effect the other way counts as inactive or inconclusive. % is scaled to controls: 0 for no effect and ±100 for the full control effect; potency is read from the fitted curve at half-maximal effect. An excerpt; count on the stated rates, not on these rows.
SMILES,DT40 TDP1 CPT,KAT2A inh,DT40 TDP1 no CPT
CSc1ncccc1C(=O)OCC(=O)N1CCOCC1,-6.8%,1.1%,-3.5%
COc1ccccc1CNC(=O)CC(C)C,23.1µM*,-3.3%,?
COc1ccc(CC(=O)Nc2ccc(C(=O)O)cc2NC(=O)Cc2ccc(OC)cc2)cc1,-2.0%,-0.1%,14.6%
CC(C)N(C(=O)CSc1nnc(NC2CC2)s1)c1ccccc1,-8.8%,-0.1%,11.9%
COc1ccccc1CNC(=O)CSc1nc(=O)n(Cc2ccncc2)c2c1CCC2,-0.4%,-4.0%,5.8%
CN(C)c1ccc(CNC(=O)CCn2c(=O)c3cccn3c3ccc(F)cc32)cc1,-5.5%,-3.2%,-15.1%
CC1(C)CC(=O)c2cnc(N3CCc4ccccc43)nc2C1,?,-12.4%,25.9µM*
COc1ccc(-c2nc3sc(CCNC(=O)C(C)(C)C)c(C)n3n2)cc1,29.1µM*,-0.6%,23.1µM*
COC(=O)c1cccc(C(=O)Oc2cccc(Br)c2)n1,-10.0%,10.7%,-13.6%
CCCOc1ccc(NC(=O)CC2C(=O)N(c3ccccc3)C(=O)N2Cc2ccco2)cc1 (centres undefined),?,-8.1%,20.6µM*
CC1(C)CC(=O)C2=C(C1)Nc1ccccc1NC2c1ccc(F)c(F)c1 (centres undefined),?,-6.9%,-12.4%
O=C(O)C(Oc1ccc2ccccc2c1)c1ccccc1 (centres undefined),1.2%,/,-21.3%
COc1ccccc1Cn1cnc2cccnc21,-20.0%,-2.4%,6.6%
Cn1cc(C(=O)O)c(=O)c2cc(S(=O)(=O)N3CCOCC3)ccc21,16.4µM*,-11.6%,23.1µM*
Cc1ccc(S(=O)(=O)N2CCN(S(C)(=O)=O)CC2)cc1,?,/,-20.3%
COc1ccc(CCNC(=O)Cn2c(=O)n(CC3CCCO3)c(=O)c3cc(OC)c(OC)cc32)cc1OC (centres undefined),2.6%,-9.1%,?
C=CC(COCc1ccccc1)N(Cc1ccccc1)S(=O)(=O)c1ccccc1Br (centres undefined),?,-13.2%,16.4µM*
O=C(Nc1cccs1)Nc1cc(C(F)(F)F)ccc1Cl,?,-10.5%,16.4µM*
CCN(CC)C(=O)Cn1c(=O)cc(C)c2c(C)nn(C)c21,1.7%,-5.3%,-13.4%
COc1ccc(-c2cc(C#N)nc(N3CCNCC3)n2)cc1,?,-6.2%,?
CCOc1ccc(NC(=O)COC(=O)CSCC(=O)Nc2ccc(C)cc2C)cc1,-1.5%,-5.8%,21.2%
Cc1oc2ccc(O)c(CN3CCCCC3C)c2c1C(=O)Nc1ccccc1 (centres undefined),?,1.2%,?
COc1cccc(NC(=O)c2ccc(-c3nc(COc4ccccc4)c(C)o3)cc2)c1,?,-6.5%,?
COc1ccc(C(=O)OCC(=O)N2CCOCC2)cc1S(=O)(=O)N1CCOCC1,1.4%,-3.6%,-15.6%
O=C(O)C1CCCCN1c1ccccc1[N+](=O)[O-] (centres undefined),0.6%,/,13.8%
# New compounds follow:
SMILES,DT40 TDP1 CPT,KAT2A inh,DT40 TDP1 no CPT
O=C(O)CCCCCN=Cc1c(O)c2ccccc2oc1=O,1.8%,-1.4%,4.4%
COc1ccc(CNC(=O)Cc2c(C)c3c(cc(C)c4c(C)c(C)oc43)oc2=O)cc1,-5.1%,-12.2%,-14.7%
NNC(=O)C1=NOC(CNc2ncc(C(F)(F)F)cc2Cl)C1 (centres undefined),4.4%,-2.2%,-6.7%
COc1cc(C(=O)NC2CCCNC2)cc(OC)c1OC (centres undefined),1.1%,1.6%,-3.1%
Cc1cc(C)cc(NC(=O)CCNS(=O)(=O)c2cc(Br)cnc2N)c1,5.0%,-9.1%,-0.8%
CCCC(=O)Nc1ccc(C(=O)Nc2nnc(COC)s2)cc1,-0.6%,-0.1%,?
COc1ccc(NC(=O)CN(C)C(=O)c2ccc(NS(=O)(=O)c3ccc(C)c([N+](=O)[O-])c3)cc2)cc1,-4.8%,?,-5.5%
COc1ccc(NCc2nnc(SCC(=O)Nc3nc(-c4ccccc4)cs3)n2-c2ccccc2)cc1,4.61µM*,0.3%,23.1µM*
Cc1cccc(N(C)C(=O)CCS(=O)(=O)c2cc3c(cc2Cl)NC(=O)CO3)c1,-5.4%,?,-10.9%
COc1ccc2[nH]c(C(=O)O)c(NS(=O)(=O)c3ccc(OC)c(OC)c3)c2c1,3.1%,-0.2%,-7.0%
O=C(CCCCCNc1nc(=S)[nH]c2ccccc12)NCCc1ccc(Cl)cc1,-7.3%,0.9%,?
CC(/C=C1\SC(=S)N(NS(=O)(=O)c2ccccc2)C1=O)=C\c1ccccc1,-1.2%,-17.3%,-10.8%
C[C@@H]1CN([C@@H](C)CO)C(=O)c2cc(NC(=O)C3CC3)ccc2O[C@@H]1CN(C)C(=O)NC1CCCCC1,-9.3%,-2.3%,?
O=C(N/N=C\c1ccc(-c2ccc([N+](=O)[O-])cc2)o1)C1COc2ccccc2O1 (centres undefined),?,-18.5%,23.1µM*
COc1ccc2cc3cc(C(=O)NCC4COc5ccccc5O4)oc3nc2c1 (centres undefined),?,6.5%,16.4µM*
O=C(CN1CCC(n2nnc3cc(C(F)(F)F)ccc32)CC1)NNC(=O)c1ccco1,-18.2%,-2.5%,?
O=C(O)C1CCCN1C(=O)c1cccs1 (centres undefined),-3.8%,3.0%,-22.8%
COc1ccc(NCN2C(=O)C3C4C=CC(C4)C3C2=O)cc1 (centres undefined),-7.1%,-2.2%,-17.2%
[O-]/[N+](=C/c1ccco1)c1ccccc1,3.5%,-8.0%,7.8%
Cc1ccc(-n2c(CCc3nc4ccccc4[nH]3)n[nH]c2=S)cc1,-25.9%,-1.0%,?
COc1cc(OC)c(NC(=O)Cn2nc(C)n3cccc3c2=O)cc1Cl,0.8%,-4.7%,2.7%
Oc1ccc(CCNc2c3ccccc3nc3ccccc23)cc1O,1.16µM*,-4.5%,1.46µM*
COc1ccc(-c2cnc(N)n2CC2CCCO2)cc1 (centres undefined),?,-17.6%,?
CC(C)C[C@@H](CNCC(=O)[C@H](CC(=O)O)NC(=O)c1[nH]cnc1C(=O)N[C@H](CN)CC(C)C)NC(=O)c1nc[nH]c1C(=O)N[C@@H](Cc1ccccc1)C(=O)O,-1.7%,/,4.4%
O=C(Nc1ccccc1)OCCNC(=O)c1cccc(Br)c1,0.1%,-0.3%,-25.2%
# (listing goes on)
SMILES,DT40 TDP1 CPT,KAT2A inh,DT40 TDP1 no CPT
COC1C(CO)OC(n2cnc3c(=S)nc(N)[nH]c32)C1O (centres undefined),16.4µM*,/,?
O=C(O)c1cn(-c2ccc(F)cc2)c(=O)c2ccccc12,41.4%[activator],-0.4%,1.1%
CCOC(=O)c1[nH]c2cc(OC)c(OC)cc2c1NC(=O)C(C)N1CCN(Cc2ccccc2)CC1 (centres undefined),?,-0.9%,18.4µM*
Cc1ccc(S(=O)(=O)N(C)CCN(C)S(=O)(=O)c2ccc(C)cc2)cc1,?,/,23.1µM*
CC(C)CN(C)c1ccc(/C=C2\C=Cc3ccccc32)cc1,2.82µM*,/,2.51µM*
CN(C)c1ccc(/C=C/c2ccnc3c(-c4ccccc4)cccc23)cc1,11.2µM*,/,?
CCC(C)Nc1nc2c(c(=O)n(C)c(=O)n2C)n1Cc1cccc(C)c1 (centres undefined),1.3%,2.1%,-20.9%
COc1ccc(NC(=O)CS(=O)CC(=O)Nc2ccc(NC(C)=O)cc2)cc1 (centres undefined),0.6%,0.0%,?
COc1cc2cc(C#N)c(SCC(=O)OC(C)C)nc2cc1OC,?,/,?
Cc1cc(NC(=O)c2cccc(Oc3ccccc3)c2)n[nH]1,-4.9%,-0.5%,?
O=C(NCC1CCCCC1)C1CCC(=O)N(CCc2cccc(F)c2)C1 (centres undefined),-11.2%,-7.4%,?
COc1ccccc1C(=O)Nc1nc2ccc(S(C)(=O)=O)cc2s1,?,2.6%,?
Cc1ccccc1CNS(=O)(=O)c1csc(C(N)=O)c1,12.2%&-13.5%,-5.9%&10.0%,1.6%&-10.1%
Cc1cc(OCC(=O)OCC(=O)NC2CCCCCC2)ccc1Cl,-15.4%,-2.7%,?
COCCNC(=O)c1onc(CSc2ccccn2)c1C(=O)NCCOC,0.2%,/,2.1%
O=C(CN1C(=O)c2ccccc2C1=O)NC1CCCCC1,1.7%,-0.7%,2.0%
Cc1ccc(C)c(NC(=O)Cc2csc(-c3ccccc3)n2)c1,-3.4%,-1.8%,-4.0%
CCCCCCCCCCS(=O)(=O)N/N=C/c1ccc([N+](=O)[O-])cc1,?,?,-27.0%
CC(C)C[C@H](N)c1nnc(SCC(=O)Nc2ccc(Br)cc2)o1,-5.4%,0.5%,-0.9%
Cc1nc2ccc(NC(=O)COc3ccccc3C)cc2s1,-2.6%,-8.1%,-0.2%
CCN(CCC(=O)Nc1cc([N+](=O)[O-])ccc1OC)Cc1ccccc1,?,-1.6%,?
O=C(CCc1ccccc1)N1CCCC1,2.4%,-1.5%,-0.7%
COc1ccc(-c2ccc(NS(=O)(=O)c3ccc(F)c(C(F)(F)F)c3)cc2)nn1,?,-12.6%,?
COC(=O)C1=CN(Cc2ccc(C)cc2)C=C(C(=O)OC)C1c1cc(OC)c(OC)c(OC)c1,16.4µM*,-14.5%,?
Cc1ccccc1-c1ncc(CN2CCN(C3CCCCC3)C(CCO)C2)cn1 (centres undefined),6.8%,-2.9%,9.6%

# Entries listed so far that have a nitro group on carbon, in the order listed:
SMILES,DT40 TDP1 CPT,KAT2A inh,DT40 TDP1 no CPT
O=C(O)C1CCCCN1c1ccccc1[N+](=O)[O-] (centres undefined),0.6%,/,13.8%
COc1ccc(NC(=O)CN(C)C(=O)c2ccc(NS(=O)(=O)c3ccc(C)c([N+](=O)[O-])c3)cc2)cc1,-4.8%,?,-5.5%
O=C(N/N=C\c1ccc(-c2ccc([N+](=O)[O-])cc2)o1)C1COc2ccccc2O1 (centres undefined),?,-18.5%,23.1µM*
CCCCCCCCCCS(=O)(=O)N/N=C/c1ccc([N+](=O)[O-])cc1,?,?,-27.0%
CCN(CCC(=O)Nc1cc([N+](=O)[O-])ccc1OC)Cc1ccccc1,?,-1.6%,?

# (listing goes on)
SMILES,DT40 TDP1 CPT,KAT2A inh,DT40 TDP1 no CPT
COc1ccc(CCN/C=C2/CC(=O)NC2=O)cc1OC,-3.4%,-1.8%,-18.5%
COc1cccc(NC(=O)c2ccc(N3C(=O)C4CCC(C)CC4C3=O)cc2)c1 (centres undefined),-29.5%,/,?
Cc1cc2ncn(C(=O)c3c(-c4c(Cl)cccc4Cl)noc3C)c2cc1C,-14.7%,0.2%,?
O=C(CSc1nc(C2CC2)nc2ccccc12)N1c2ccccc2Sc2ccccc21,?,-7.4%,?
COc1ccccc1N1CCN(C2CCCN(C(=O)c3ccccn3)C2)CC1 (centres undefined),-8.4%,-4.8%,0.7%
Cc1nc2ncnn2c(Nc2ccc3c(c2)OCCO3)c1C,?,/,-18.3%
Cn1c(=O)c2c(n(C)c1=O)=NC1(CCCCC1)ON=2,-5.1%,-7.2%,-26.2%
COc1ccccc1C(CC(=O)Nc1ccc(C)c(C)c1)c1ccc(OC(C)C)cc1 (centres undefined),?,0.9%,20.6µM*
CCOc1ccc(OCC)c(NC(=O)c2cnn(-c3ccc(F)cc3)c2C2CCN(C(=O)OC(C)(C)C)CC2)c1,?,-20.3%,?
COc1cc(-c2cc(C(=O)N(C)Cc3ccccc3)c3ccccc3n2)cc(OC)c1OC,14.6µM*,-6.4%,14.6µM*
CCN1C(=O)[C@@H]2[C@H](C1=O)[C@@H]1C(=O)Nc3ccccc3C(=O)N1[C@@H]2c1ccc(Br)cc1,-20.6%,-4.9%,-2.5%
O=C1OC(c2ccccc2)=N/C1=C\C=C\c1ccco1,-29.7%,25.1µM*,-12.4%
O=S(=O)(NCC1CCCO1)c1ccccc1 (centres undefined),-4.7%,-8.2%,6.0%
CCOc1nc(SC(C(C)=O)C(=O)Nc2ccccc2)nc(N(C)C)n1 (centres undefined),3.3%,10.1%,?
CCCCN1C(=O)C(CC(=O)NCc2cccs2)CC(C(=O)N(C)C)=C1C (centres undefined),-2.7%,/,-20.9%
Cc1ccc(C(=O)N2c3ccccc3NC(=O)C2C)cc1 (centres undefined),9.0%,-12.7%,-10.7%
CC(=O)CN1C(=O)NC2(CCCc3ccccc32)C1=O (centres undefined),1.5%,-1.6%,14.8%
Cc1nnc(Sc2cc(C(=O)NCc3ccco3)c3ccccc3n2)s1,?,-10.7%,?
CCN1CCN(C(=O)CCc2nnc(CCc3ccccc3OC)o2)[C@@H](C)C1=O,-2.1%,-1.3%,11.2%
CCCCN(C)C1=Nc2cccc3cccc1c23,-25.8%,-13.4%,?
O=C1CSC(=S)N1c1cccc(Cl)c1,-21.1%,3.2%,-2.2%

# Screening results deposited in PubChem by National Center for Advancing Translational Sciences (NCATS).
